G9a block = blocks human histone lysine methyltransferase G9a; Potency, µM (doses to about 102 µM), for inactives: top-dose activity, negative = inhibition, hits mostly inhibitors; G9a H3K9 monomethylation, AlphaScreen, 2 h; 8.8% of 350,000 active; further: on the % scale 0 is the no-effect control and ±100 the full control effect; nearly all actives have a fitted effect of over 75% in size
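Chemiluminescent proximity detection of H3K9 monomethylation, read after 10 min bead incubation in the dark. Reaction: 20 nM G9a, 500 nM biotin-H3K9 peptide, 20 uM SAM cofactor, 2 h, room temperature, following 15 min enzyme-compound preincubation.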
HP1b chromo inh = HP1-beta chromodomain-methylated histone interaction inhibition. 0.56% of 390,000 active. AID 540317. AlphaScreen HP1-beta / biotin-H3K9me3 peptide binding. Potency, µM (series often up to 114 µM), without a hit: at the top dose activity change, negative = inhibition, hits mostly inhibitors; further: nearly all actives have a fitted effect of over 70% in size; inactives centre near 23
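HP1-beta protein (50 nM final) preincubated 30 min at room temperature with biotinylated H3(1-18)K9me3 peptide (50 nM) in PBS pH 7.4, 0.01% Tween-20, then compound added for 30 min. AlphaScreen streptavidin donor/nickel chelate acceptor beads (10 ug/mL final), 30 min dark, luminescence read.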
PGK inhibitor = blocks T. brucei phosphoglycerate kinase. P07378. PGK/GAPDH coupled, Kinase-Glo luminescence, 60 min. Potency, µM (doses to about 57.5 µM), inactives show at the top dose activity change, negative = inhibition, hits mostly inhibitors. 0.043% of 380,000 active; further: on the % scale 0 is the no-effect control and ±100 the full control effect; nearly all actives have a fitted effect of over 60% in size
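Recombinant glycosomal PGK reaction used 1,3-bisphosphoglycerate generated in-well by GAPDH (100nM final) in 100mM TEA pH 7.6, 5mM MgCl2, 0.01% Tween-20. After 60 minutes at room temperature, ATP was read by Kinase-Glo Plus luminescence end-point.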
Pin1 inhibitor = human Pin1 inhibition | Q13526 | Pin1 FP peptide displacement, HiFluor488, 10 min | Potency, µM (series often up to 115 µM), for the others: at the highest dose activity, negative = inhibition, actives largely listed as inhibitors | 0.009% of 390,000 active | AID 504891; active means well fitted inhibition curve with a large enough effect in the polarisation, with a control signal flat, not every such curve was filed as active; inconclusive means small, poorly fitted or top-dose-only effect, or effect the other way, or a change in a side signal; inactive means no such curve, though single readings can be large or run the other way; the % refers to the polarisation; further: on the % scale 0 is the no-effect control and ±100 the full control effect
Pol iota inh = DNA polymerase iota (human) inhibition; Q9UNA4; 1% of 390,000 active; AID 588590; Potency, µM (titrated, usually from 115 µM), for the others: at the highest dose activity, negative = inhibition, hits mostly inhibitors; Pol iota fluorescent replication assay, 10 min
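Fluorescent replication assay read twice, at 0 min and 10 min after adding 50 nM (final) substrate. Enzyme (10 nM) and compounds were first incubated 15 min at room temperature; enzyme-free buffer wells were negative controls.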
GLS inh = glutaminase GLS (human) inhibition; O94925; GLS enzymatic activity, qHTS titration; Potency, µM (series often up to 45.5 µM), inactives show top-dose activity change, negative = inhibition, most hits filed as inhibitors; 0.21% of 410,000 active; AID 624170; further: on the % scale 0 is the no-effect control and ±100 the full control effect
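Read-out is an Amplex red fluorescence increase coupled through glutamate oxidase and HRP, measured before and after 30 min room-temperature incubation. hKGA is in 45 mM KH2PO4 (pH 8.2) with 0.02% Tween-20; glutamine added as 1mM solution.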
JMJD2A Tudor inh = inhibitors of human JMJD2A Tudor domain; Potency, µM (highest dose often 114 µM), for the others: at the top dose activity change, negative = inhibition, hits mostly inhibitors; AlphaScreen JMJD2A-Tudor / H3K4me3 peptide binding; 4.4% of 390,000 active; AID 504339; O75164; further: on the % scale 0 is the no-effect control and ±100 the full control effect; nearly all actives have a fitted effect of over 50% in size
Target sequence (O75164 whole entry, looked up, the tested form may be a part): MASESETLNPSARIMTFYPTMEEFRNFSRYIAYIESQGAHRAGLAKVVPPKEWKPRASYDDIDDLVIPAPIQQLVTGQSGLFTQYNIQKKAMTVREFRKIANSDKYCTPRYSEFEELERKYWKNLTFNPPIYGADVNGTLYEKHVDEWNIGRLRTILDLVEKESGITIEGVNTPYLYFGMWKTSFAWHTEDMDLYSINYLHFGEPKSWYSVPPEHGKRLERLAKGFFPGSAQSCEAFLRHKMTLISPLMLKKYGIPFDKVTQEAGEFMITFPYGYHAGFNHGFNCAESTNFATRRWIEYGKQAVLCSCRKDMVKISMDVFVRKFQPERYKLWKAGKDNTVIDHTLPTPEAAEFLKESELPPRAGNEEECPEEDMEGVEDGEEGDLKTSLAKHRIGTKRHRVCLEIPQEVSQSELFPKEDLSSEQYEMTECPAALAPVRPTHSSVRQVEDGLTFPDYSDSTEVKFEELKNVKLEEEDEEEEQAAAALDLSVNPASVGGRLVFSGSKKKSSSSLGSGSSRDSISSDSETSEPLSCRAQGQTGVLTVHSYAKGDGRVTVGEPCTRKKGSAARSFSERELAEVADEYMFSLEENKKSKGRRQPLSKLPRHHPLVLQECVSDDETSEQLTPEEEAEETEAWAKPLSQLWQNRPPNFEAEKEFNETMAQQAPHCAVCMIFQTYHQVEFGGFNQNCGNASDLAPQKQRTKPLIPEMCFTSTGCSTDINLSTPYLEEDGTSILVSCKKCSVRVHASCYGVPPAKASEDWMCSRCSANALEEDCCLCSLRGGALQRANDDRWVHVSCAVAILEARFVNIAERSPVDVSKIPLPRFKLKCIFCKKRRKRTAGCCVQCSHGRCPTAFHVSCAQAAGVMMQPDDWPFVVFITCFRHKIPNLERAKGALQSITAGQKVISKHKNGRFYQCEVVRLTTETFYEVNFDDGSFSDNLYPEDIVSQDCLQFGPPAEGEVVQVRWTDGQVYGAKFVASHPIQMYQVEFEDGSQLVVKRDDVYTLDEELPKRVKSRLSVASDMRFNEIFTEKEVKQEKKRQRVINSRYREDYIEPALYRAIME
BLM inh = Bloom syndrome helicase (human) inhibition; recombinant BLM DNA unwinding, fluorescence dequenching; Potency, µM (top dose mostly 56.1 µM), without a hit: at the top dose activity change, negative = inhibition, most hits filed as inhibitors; 0.2% of 350,000 active; AID 2528;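 further: plate controls were vehicle for no effect and no enzyme for full effect; nearly all actives have a fitted effect of over 35% in size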
BAZ2B block = blocks human BAZ2B; 4.4% of 360,000 active; AlphaScreen BAZ2B-H3K14Ac peptide displacement; Q9UIF8; Potency, µM (titrated, usually from 114 µM), for inactives: top-dose activity change, negative = inhibition, most hits filed as inhibitors; further: on the % scale 0 is the no-effect control and ±100 the full control effect; nearly all actives have a fitted effect of over 60% in size
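Compounds, titrated to a top concentration of 110 uM, were incubated 30 min at room temperature with preformed BAZ2B/acetyl-K14 H3 peptide complex (50 nM each). Proximity signal was measured by AlphaScreen after 20 min with beads.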
Active calls of the source: *; i = inactive; u = inconclusive; x = no result given; [ ] = another dose, or the depositor's remark. Unless noted, the call rests on the fitted dose curve; in most records, active means well fitted curve in the direction sought with a large enough effect; inconclusive means small, poorly fitted or top-dose-only effect, or another doubt; inactive means no such curve, though single readings can be large; an effect the other way counts as inactive or inconclusive. Potency means the concentration at half of the fitted maximal effect.

G9a block,HP1b chromo inh,PGK inhibitor,Pin1 inhibitor,Pol iota inh,GLS inh,JMJD2A Tudor inh,BLM inh,BAZ2B block,mol
86%,188%[activator],i,u,u,-16%,36%[activator][11.4 µM],8.9µM*,68%[activator],CC(C)Cn1c(N)c(C(=O)NCC2CCCO2)c2nc3ccccc3nc21 (stereo not given)
45µM*,27%,0%,16%,u,12%,-15%,36%[activator],-23%,CNC(C)C#Cc1ccc2oc3cccc(OC)c3c(=O)c2c1 (stereo not given)
10%[59 µM],45%[activator],-1%,3%,2%,-5%,-6%,1%,-3%,Cc1nn(-c2ccccc2)c2nc(Cl)c(C(=O)O)cc12
10%[2.33 µM],5%,11%,-1%,-17%,0%,-35%,x,-5%,CC1(C)O[C@@H]2[C@H](O1)[C@@H](COS(=O)(=O)O)O[C@H]2n1cnc2c(=O)[nH]cnc21
u,33%,-4%,1%,-7%,5%,-8%,x,5%,O=C(COc1ccc(C(=O)NCC2CCCO2)cc1)Nc1cccc(C(F)(F)F)c1 (stereo not given)
57%[activator],52%[activator],10%,4%,29%,-6%,0%,0%,-5%,CC(=O)c1cccc(NC(=O)NC(C)c2ccc3c(c2)OCO3)c1 (stereo not given)
u,33%,4%,2%,22%,1%,-4%,-4%,-23%,CCCc1nn(C)c2c(=O)[nH]c(-c3ccccc3OCC)nc12
-17%,-13%,-4%,3%,20%,14%,-13%[57.1 µM],-1%,12%,COc1ccccc1N1CCN(C(=O)CCc2ccc(S(=O)(=O)NC(C)C)cc2)CC1
x,54%[activator],-4%,1%,11%,-9%,4%,x,x,O=C(COC(=O)COc1ccccc1)NC1CCS(=O)(=O)C1 (stereo not given)
-48%[59 µM],7%,-3%,0%,3%,6%,-22%,-3%,-6%,CCn1c(C)nc2cc(C(=O)NNS(=O)(=O)c3ccc(C)cc3C)ccc21
x,15%,x,-2%,0%,x,-3%,0%,x,C=C1CCN(C(Cc2ccccc2)C(=O)N2CCOCC2)S(=O)(=O)c2ccccc21 (stereo not given)
-15%[59 µM],21%,5%,-1%,5%,14%,-17%,2%,36%[activator],CCCN(Cc1cc2cc(C)ccc2[nH]c1=O)C(=O)c1cccc(OC)c1
2%[59 µM],13%,i,8%,-10%,-1%,-15%,-1%,3%,O=C(NCc1ccco1)c1ccc(COc2cc(Cl)ccc2Cl)cc1
15%,-2%,-7%,7%,68%[activator],3%,-25%,0%,-4%,N#Cc1c(N)n(-c2ccc(N)cc2)c2nc3ccccc3nc12
50µM*,18%,-6%,-2%,47%[activator],0%,4%,x,1%,Cn1c(N)c(C(=O)CSc2nnc(NC3CCCCC3)s2)c(=O)n(C)c1=O
x,7%,7%,1%,21%,-5%,-3%,x,x,CC1([N+](=O)[O-])COC(C=Cc2ccccc2)OC1 (stereo not given)
-3%,34%,i,5%,20%,-3%,u,-4%,-1%,O=C(O)c1ccc(Cl)c(S(=O)(=O)NCc2cccnc2)c1
-18%[2.33 µM],10%,2%,2%,18%,4%,-4%,x,7%,CCC(=O)c1ccc(OCC(=O)N(Cc2nnc(-c3ccccc3Cl)o2)C2CC2)cc1
0%[2.33 µM],36%[activator],-7%,2%,-16%,1%,-31%,x,u,C#CCOCCOCCOCCNc1nc(N2CCN(C(=O)CCCCCCCCCCNC(=O)[C@@H](CCC(=O)O)n3cc(CCCCCN)nn3)CC2)nc(N2CCN(C(=O)CCCCCCCCCCNC(=O)[C@@H](CCC(=O)O)n3cc(CCCCCN)nn3)CC2)n1
1%[59 µM],-4%,x,-4%,7%,0%,-20%,-4%,-12%,Cc1cccn2cc(-c3cccc(NC(=O)C(C)C)c3)nc12
0%,-19%,i,-3%,-3%,-4%,-12%,0%,4%,Cc1ccc(S(=O)(=O)NC(=O)NCCCN2CCOCC2)cc1
1%[12.7 µM],17%,1%,-2%,32%[activator],4%,-19%,-12%,-14%,O=C(O)CNc1ncccc1[N+](=O)[O-]
11%,54%[activator],i,-2%,181%[activator],-9%,8%,-4%,u,O=C1CCC(=O)N1c1ccccc1
9%[12.7 µM],26%,1%,-6%,3%,10%,12%,2%,-4%,O=C(NS(=O)(=O)c1ccccc1)c1ccccc1F
u,12%,-1%,2%,-4%,13%,-25%,-2%,-2%[57.1 µM],Cc1ccc(-c2ccc(CCC(=O)O)n2CC2CCCO2)cc1 (stereo not given)

Some of the entries so far, with values under each structure.
Each structure is followed by: G9a block	HP1b chromo inh	PGK inhibitor	Pin1 inhibitor	Pol iota inh	GLS inh	JMJD2A Tudor inh	BLM inh	BAZ2B block
- Cn1c(N)c(C(=O)CSc2nnc(NC3CCCCC3)s2)c(=O)n(C)c1=O
    50µM*	18%	-6%	-2%	47%[activator]	0%	4%	x	1%
- O=C(O)CNc1ncccc1[N+](=O)[O-]
    1%[12.7 µM]	17%	1%	-2%	32%[activator]	4%	-19%	-12%	-14%

(continued)
G9a block,HP1b chromo inh,PGK inhibitor,Pin1 inhibitor,Pol iota inh,GLS inh,JMJD2A Tudor inh,BLM inh,BAZ2B block,mol
-6%,15%,7%,0%,13%,5%,-17%,-1%,1%,CSCCCNC(=O)c1ccc(OC2CCN(CCc3ccccc3)CC2)cc1
0%,36%,-4%,3%,33%[activator],7%,-8%,19%,-6%,CCOC(=O)C1CCN(CCC(=O)Nc2ccc(F)cc2)CC1
u,4%,-8%,-1%,34%[activator],-16%,u,-1%,u,COc1ccc(-n2nc3c(N4CCCC(C(=O)NCCc5ccc(C)cc5)C4)nnc(C)c3c2C)cc1 (stereo not given)
u,-14%,5%,-3%,68%[activator],-9%,-34%,-4%,u,Cc1ccc(CCC(=O)Nc2ccc([N+](=O)[O-])cc2Cl)o1
28%,17%,-6%,2%,4%,12%,-2%,-1%,5%,CS(=O)(=O)N(CC(=O)Nc1ccccc1C(=O)N1CCOCC1)c1ccc(F)c(Cl)c1
x,u,-5%,-9%,-2%,-5%,u,x,x,O=[N+]([O-])c1c(NCc2ccco2)ncnc1NCc1ccco1
-1%[59 µM],60%[activator],13%,1%,34%[activator],-2%,11%,-9%,-1%,CC(C)OCCCn1c(SCc2ccccc2C#N)nc2c(sc3ccccc32)c1=O
-25%,3%,-2%,27%,79µM*,-11%,37%[activator],-7%,0%,CC1(C)Cc2c(C#N)c(NCCc3ccccc3)nc(-c3ccco3)c2CO1
u,26%,-4%,2%,0%,-1%,-6%,-11%,-7%,NS(=O)(=O)c1cccc(NC(=O)Cn2cc(C(F)(F)F)cc(Cl)c2=O)c1
25µM*,16%,-7%,-17%,u,11µM*,u,-10%,-38%,CC1=CC(C)(C)NC(=S)N1c1cccc2cc(S(=O)(=O)O)ccc12
-40%[59 µM],32%,-8%,9%,21%,-2%,5%,1%,-23%,CC(C)[C@@H](C(=O)N1CCN(C(=O)OC(C)(C)C)CC1)n1cc(CCO)nn1
-12%[2.33 µM],19%,-7%,-2%,-20%,10%,-12%,x,7%,COc1ccc(-c2coc3cc(O)c(OC)cc3c2=O)cc1
x,34%,-1%,1%,7%,-3%,1%,1%,-5%,Cc1cccc(-n2ncc3c2CCCC3NC(=O)CC(F)(F)F)c1C (stereo not given)
17%[59 µM],40%,-9%[11.5 µM],-2%,-25%,10%,u,-8%,6%[57.1 µM],Cc1ccc(-c2ncccc2OC(=O)C23CC4CC(CC(C4)C2)C3)cc1
x,17%,2%,4%,53%[activator],42%[activator],-2%,x,x,COc1cc(CC(=O)OCC(=O)NCc2cccs2)cc(OC)c1OC
1%,42%[activator],-1%,-1%,130%[activator],-7%,-2%,-1%,-3%,CC(C)(C)NC(=O)CN(Cc1ccc2c(c1)OCO2)C(=O)CNS(=O)(=O)c1ccc(F)cc1
-90%,30%,-1%,0%,98%[activator],u,-6%,-6%,-7%,Cc1ccnc(NCc2cc(C)ccc2O)c1
-3%[59 µM],20%,4%,-8%,181%[activator],1%,-23%,-2%,1%,O=C(NCc1ccccc1)C(=O)Nc1nc(-c2ccccc2)cs1
x,1%,8%,-5%,-13%,11%,-9%,x,x,Cc1csc(NC(=O)Cc2ccc(Cl)cc2)n1
u,17%,6%,-4%,-14%,-4%,-21%,-3%,u,Cc1ccc(-c2nnn(CC(=O)Nc3cccc4cccnc34)n2)o1
-12%[59 µM],39%,i,-8%,u,4%,-17%,5%,25%,O=C(Nc1nnc(-c2ccccc2)o1)Nc1ccccc1Cl
16µM*,u,u,u,11µM*,-6%,79µM*,38%[activator],79µM*,CC1=NOC(=O)/C1=C\c1ccc(-c2ccc(Cl)c(C(=O)O)c2)o1
u,23%,-12%,-12%,-5%,3%,-30%,-3%,-5%,O=C(CSc1nccc2ccccc12)N1CCN(c2ccccn2)CC1
7%[59 µM],55%[activator],-8%,4%,-5%,-2%,-9%,-7%,-3%,COc1cc(OC)c(NC(=O)CCc2ccccc2)cc1Cl
x,152%[activator],-8%,4%,-20%,-5%,80%[activator],-3%,36%,Cc1ccc(OC(=O)c2cc(C)nn2C(C)(C)C)cc1
45µM*,47%[activator],-4%,-9%,u,1%,-23%,-14%,u,O=C(CCl)c1ccc2[nH]c(=O)oc2c1
94%[activator],56%[activator],i,3%,38%[activator],2%,21%,-2%,27%,Cc1ccccc1OC(C)C(=O)NCCC1=CCCCC1 (stereo not given)
2%,17%,-1%,0%,0%,9%,-17%,1%,3%,CC(C)CC(NC(=O)c1ccc(Cl)cc1Cl)C(=O)O (stereo not given)
-32%[2.33 µM],39%,-12%,0%,2%,-3%,-14%,-6%,17%,CCOC(=O)/C(C#N)=C/c1cccc(C)c1
8%[59 µM],29%,9%,u,16%,-2%,-10%,2%,3%,O=c1cc(CN2CCN(S(=O)(=O)c3ccc4ccccc4c3)CC2)nc2sccn12
-31%,53%[activator],4%,-9%,4%,6%,0%,-9%,8%,COc1ccc(OC)c(S(=O)(=O)N(C)CC(=O)N2CCN(c3ccccc3F)CC2)c1

Not all compounds are listed, so the mix of outcomes need not match the whole.
